Source: PubChem
KCNH2 WT inh: qHTS for Inhibitors of KCHN2 3.1: Wildtype qHTS | Voltage-gated inwardly rectifying potassium channel KCNH2 (Homo sapiens), Q12809 | U2OS, BacMam KCNH2, thallium flux FluxOr; hits give low values | activity change, % at 1.84 µM | 340,000 compounds, 0.37% hits;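 active = maximum activity change below -70%; inconclusive = maximum activity change between -70% and -50%; inactive = maximum activity change above -50%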; note: % is set by controls: 0 for no effect and ±100 for the full control effect
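U2OS cells transduced with wild-type KCNH2 virus are loaded with FluxOr dye for 45 min, and thallium flux is measured in kinetic reads before and after stimulation buffer. Rate constants are normalized to DMSO controls.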
Eya2 inh: qHTS Assay for Inhibitors of the Phosphatase Activity of Eya2; Potency, µM (series often up to 76.9 µM), for inactives: at the highest dose activity, negative = inhibition, most hits filed as inhibitors; 330,000 compounds, 0.006% hits; recombinant Eya2, OMFP fluorescence dephosphorylation (OMFP is methylfluorescein phosphate); Protein phosphatase EYA2 (Homo sapiens), O00167; note: potency is the fitted concentration of half-maximal effect; % is set by controls: 0 for no effect and ±100 for the full control effect
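Eya2 protein (added as 0.2 uM solution) was preincubated with compound for 10 min at ambient temperature in 50 mM HEPES pH 7.5, 50 mM NaCl, 5 uM MgCl2, 0.05% BSA, 1 mM DTT. OMFP (added at 50 uM) then reacted 10 min; fluorescence read at 485/525 nm.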
TRPV1 agonist: HTS Assay for Compounds that Act as Agonists of the Vanilloid Receptor 1; Transient receptor potential cation channel subfamily V member 1 (Homo sapiens), Q8NER1; TRPV1-expressing cells, Fluo-8 calcium influx, agonist mode; activation, % at 8.33 µM; 320,000 compounds, 0.19% hits; AID 540275, 2011; in the data active = activation above about 80%; inconclusive = between about 30% and that limit; note: 0% is about no effect
Target sequence (Q8NER1 whole entry, looked up): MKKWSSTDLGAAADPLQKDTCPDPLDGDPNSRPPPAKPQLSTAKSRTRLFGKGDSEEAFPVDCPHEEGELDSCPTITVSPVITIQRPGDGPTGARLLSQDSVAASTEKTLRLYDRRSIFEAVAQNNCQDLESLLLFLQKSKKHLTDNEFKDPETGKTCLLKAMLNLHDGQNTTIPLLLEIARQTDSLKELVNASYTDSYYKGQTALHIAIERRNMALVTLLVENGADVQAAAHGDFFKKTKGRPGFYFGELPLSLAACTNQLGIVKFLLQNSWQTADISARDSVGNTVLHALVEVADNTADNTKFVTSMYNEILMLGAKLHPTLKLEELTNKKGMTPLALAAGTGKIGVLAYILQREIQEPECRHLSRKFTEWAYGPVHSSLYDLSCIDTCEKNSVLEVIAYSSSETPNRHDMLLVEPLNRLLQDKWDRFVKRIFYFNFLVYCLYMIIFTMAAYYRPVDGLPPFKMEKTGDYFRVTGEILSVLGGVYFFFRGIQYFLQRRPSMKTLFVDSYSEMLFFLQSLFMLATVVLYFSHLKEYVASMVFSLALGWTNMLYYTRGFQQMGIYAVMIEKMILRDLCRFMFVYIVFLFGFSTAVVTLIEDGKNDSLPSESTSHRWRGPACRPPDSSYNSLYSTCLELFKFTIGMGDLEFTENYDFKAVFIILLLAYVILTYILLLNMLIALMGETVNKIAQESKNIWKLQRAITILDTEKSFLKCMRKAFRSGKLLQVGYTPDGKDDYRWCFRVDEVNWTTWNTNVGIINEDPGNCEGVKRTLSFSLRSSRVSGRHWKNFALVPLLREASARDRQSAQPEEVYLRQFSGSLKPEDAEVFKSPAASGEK
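TRPV1-expressing cells were cultured overnight at 35.5C and loaded with Fluo-8 calcium dye for 40 to 90 min at room temperature. After a 10 s baseline, compound was added and calcium influx was read kinetically for 3 min (ex 480/em 520 nm).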
Mito fusion yeast: qHTS Assay for Small Molecule Inhibitors of Mitochondrial Division or Activators of Mitochondrial Fusion | S. cerevisiae fusion-defective mutant growth rescue, CellTiterGlo 48 h | Potency, µM (top dose mostly 46.1 µM), for the others: top-dose growth rescue (activation), hits mostly activators | 320,000 compounds, 0.23% hits | AID 485298, 2010;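 note: potency is the fitted concentration of half-maximal effect; % of control where 0% means no effect; nearly all actives have a fitted effect of over 45% in size; temperature-sensitive fusion mutants such as fzo1-1 at 37 °C on non-fermentable ethanol glycerol medium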
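Growth-rescue viability read-out: after 48 h at the non-permissive 37C in glycerol/ethanol YPEG, yeast mitochondrial fusion mutants are measured by CellTiterGlo luminescence; compounds (23 nl pinned per well) restoring growth score as division inhibitors or fusion activators.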
TSHR antag: Antagonists of the Thyroid Stimulating Hormone Receptor: HTS campaign | Thyrotropin receptor (Homo sapiens), P16473 | TSHR-expressing cells, TSH-stimulated cAMP HTRF, 2 h; hits give low values | activity change, negative = inhibition, % at 11.5 µM | 330,000 compounds, 0.2% hits | AID 504810, 2011;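 active = activity change below a set negative limit, meaning inhibition stronger than a set level, cut at about -70% in these data; inconclusive = activity change between two set negative limits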; note: % is set by controls: 0 for no effect and ±100 for the full control effect
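Antagonism was scored as loss of TSH-driven cAMP in TSHR cells, stimulated with 4nM TSH (EC80) for 2 hours at 37 deg C and detected by homogeneous HTRF competition immunoassay.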
A-T KAP1 phos: qHTS Assay for Identifying a Potential Treatment of Ataxia-Telangiectasia | […] A-T fibroblasts, KAP-1 phosphorylation AlphaLISA; neocarzinostatin DNA damage 30 min before lysis | Potency, µM (top dose mostly 57.5 µM), for the others: at the highest dose activation, hits mostly activators | 320,000 compounds, 0.19% hits | AID 485349, 2010; note: potency is the fitted concentration of half-maximal effect; % of control where 0% means no effect; nearly all actives have a fitted effect of over 45% in size
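ATM-like activity read as KAP-1 phosphorylation via AlphaLISA donor/acceptor antibody pairs after lysis and 6 hr at 25C. Cells were ATM-null patient fibroblasts ([…], hTERT), dosed 60 min, then exposed to the DSB inducer NCS for 30 min.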
KCNH2 3.1 inh: qHTS for Inhibitors of KCHN2 3.1: Mutant qHTS; U2OS KCNH2 3.1, thallium flux FluxOr; hits give low values; Potassium voltage-gated channel subfamily H member 2, brain isoform KCNH2 3.1 (human); 340,000 compounds, 0.95% hits; AID 720553, 2013; activity change, % (tested at about 1.8 µM);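 active = maximum activity change below -70%; inconclusive = maximum activity change from -70% to -50%; inactive = maximum activity change above -50%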;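 note: thallium influx rate constant from kinetic fluorescence after stimulation buffer; % is set by controls: 0 for no effect and ±100 for the full control effect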
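Thallium flux read-out: FluxOr dye with Red40 quencher in HBSS/HEPES, 45 min at RT. Rate constants from kinetic reads were normalized to positive and negative DMSO controls. Cells: U2OS virally expressing the 3.1 isoform.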
TCR activator: Activators of T cell receptors: qHTS campaign; primary human leukocytes, anti-CD3, IL-2 HTRF, 48 h; Potency, µM (top dose mostly 9.22 µM), inactives show at the top dose activation of IL-2 secretion, actives largely listed as activators; 330,000 tested, under 10 active; note: % of control where 0% means no effect
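Activity was scored as IL-2 release from primary human leukocytes given only a TCR signal (a-CD3 beads) plus compound for 48 hr. Detection used a two-antibody HTRF format read at 665nm.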
USP2a inh: qHTS Assay for Inhibitors of Ubiquitin-specific Protease USP2a Using CHOP2 as the Reporter; Ubiquitin carboxyl-terminal hydrolase 2 (Homo sapiens), O75604; USP2 core, Ub-CHOP2 coupled fluorogenic reporter, 485/531; Potency, µM (top dose mostly 38.3 µM), for inactives: top-dose activity change, negative = inhibition, actives largely listed as inhibitors; 330,000 compounds, 0.01% hits; AID 463254, 2010;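 note: potency is the fitted concentration of half-maximal effect; plate controls were DMSO wells for no effect and full inhibition by NEM control for full effect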
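Deubiquitinase activity read as fluorescence (485/531 nm) after Ub-CHOP2 cleavage activates the enterokinase reporter on its substrate; USP2 core 10nM, Ub-CHOP2 and substrate 25nM each, 30min compound preincubation then 60min RT; data normalized to NEM, curves fitted.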
ELG1 repair inh: qHTS screen for small molecules that inhibit ELG1-dependent DNA repair in human embryonic kidney (HEK293T) cells expressing luciferase-tagged ELG1 | 330,000 compounds, 2.3% hits | AID 504467, 2011 | HEK293T ELG1-luciferase reporter, luminescence, 16 h; DNA damage induced by 5-fluorouridine | Potency, µM (titrated, usually from 46.1 µM), without a hit: at the highest dose activity change, negative = inhibition, actives largely listed as inhibitors; note: potency is the fitted concentration of half-maximal effect; % is set by controls: 0 for no effect and ±100 for the full control effect; nearly all actives have a fitted effect of over 55% in size
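Overnight (16 hr) co-exposure of 2,000 cells/well to 5-fluorouridine and compound at 37 °C preceded detection. Luciferase was quantified via ONE-Glo luminescence; loss of signal denotes inhibition.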
An asterisk follows results filed as active; ? = inconclusive; · = no result given; [ ] = another dose, or the depositor's remark. Unless noted, calls come from the whole dose curve; as a rule, active = well fitted curve in the direction sought with a large enough effect; inconclusive = small, poorly fitted or top-dose-only effect, or another doubt; inactive = no such curve, though single readings can be large; an effect the other way counts as inactive or inconclusive. Some of the compounds tested. The share of hits here may be higher or lower than overall.

structure	KCNH2 WT inh	Eya2 inh	TRPV1 agonist	Mito fusion yeast	TSHR antag	A-T KAP1 phos	KCNH2 3.1 inh	TCR activator	USP2a inh	ELG1 repair inh
CSc1ncccc1C(=O)OCC(=O)NC1CCC(C)CC1 (centres undefined)	16	6%	14	1%	-3	-1%	-6	2%	0%	?
CN1/C(=c2/s/c(=C3/C(=O)N(c4ccccc4)NC3=Nc3ccccc3)n(C)c2=O)C(C)(C)c2ccccc21	-11	-2%	7	10%	-7	-8%	-13	0%	-2%	?
O=C(COC(=O)C1C2CC3OC(=O)C1C3C2)Nc1ccccc1 (centres undefined)	-6	6%	2	?	27	-3%	7	-21%	3%	?
O=C(Nn1cnnc1)c1ccc(Cl)c([N+](=O)[O-])c1	-13	?	·	4%	14	-15%	6	-18%	0%	2%
CC(=O)C1=C(C)Nc2ncnn2C1c1ccc(C)cc1 (centres undefined)	-4	6%	6	17%	3	16%	25	1%	0%	21%
COc1ccc(CCNC(=O)C2CCN(C(=O)c3ccc(C(C)(C)C)cc3)CC2)cc1	0	-3%	0	0%	-13	2%	4	-1%	-1%	15%
COc1ccc([N+](=O)[O-])cc1/C=N/NC(=O)/C(=C\c1cccs1)NC(=O)c1ccccc1	12	0%	8	-1%	-21	-3%	-13	4%	-2%	0%
Cc1c(C(=O)OC2CCCC2)[nH]c2c1C(=O)CC(c1ccco1)C2 (centres undefined)	-1	4%	?	8%	-19	-13%	0	-2%	3%	-10%
Cc1onc(-c2ccccc2)c1NC(=O)N(CCC#N)Cc1ccccc1	-5	9%	0	-3%	-4	-4%	4	5%	9%	-8%
CCN1CCN(C(=O)C2c3cc(OC)c(OC)cc3C(=O)N3CCc4ccccc4C23)CC1 (centres undefined)	-5	-11%	0	-1%	-1	4%	7	-1%	1%	-1%
COc1cc(OC)cc(C(=O)NC2CCN(CCCOc3ccccc3)CC2)c1	35	-9%	2	-6%	3	-8%	-24	2%	1%	-19%
Cc1ccc2cc(-c3noc(C(C)(C)C)n3)c(=O)[nH]c2c1	-2	-9%	1	-2%	0	-8%	-10	-5%	-5%	29%
COc1ccc(NC(=O)CN(C)C(=O)Cc2ccc3c(c2)CCC3)cc1	-14	-3%	2	-3%	-4	3%	8	5%	-2%	13%
CC(C)CNC(=O)/C=C/c1cccs1	1	-1%	14	1%	1	3%	12	-5%[46.1 µM]	1%	?
Cc1cc(C)cc(NC(=S)N2CCN(c3ccc(F)cc3)CC2)c1	-10	-1%	8	-14%	-3	2%	-11	-3%[46.1 µM]	2%	9%
CC1=Nn2c(nnc2-c2n[nH]c3c2CCC3)SC1	-5	6%[15.4 µM]	-3	1%	-5	8%	10	-2%	3%	13%
COc1ccc(C(CNC(=O)Cn2c(=O)oc3ccccc32)N(C)C)cc1 (centres undefined)	3	-4%	1	1%	-19	9%	-7	3%	5%	-3%
Cc1ccc(NC(=O)Nc2ccc(C(=O)N3CCOCC3)cc2)cc1	1	-20%	1	-2%	6	-3%	-6	1%	6%	-1%
O=C1SCCC1NC(=O)C(c1ccccc1)c1ccccc1 (centres undefined)	-4	-5%	6	6%	-16	5%	-15	-4%	0%	0%
Cc1c(F)cccc1NC(=O)c1ccc2c(c1)CCN2S(C)(=O)=O	-2	5%	?	-4%	8	-2%	-8	1%	0%	-3%
COc1cccc(OCC(O)CN2CCN(c3ccc(F)cc3)CC2)c1 (centres undefined)	27	6%	17	5%	-3	30%	-10	-1%	2%	-1%
Cc1cc(NC(=O)CC#N)n(-c2nc3ccccc3[nH]2)n1	-8	3%	0	-2%	-9	2%	1	0%	1%	12µM*
CCN(c1cccc2ccccc12)S(=O)(=O)c1ccc(Cl)nc1	-16	-8%	21	-6%	39	-11%	3	2%	-1%	?
Cc1ccc(-n2c(=O)cc(N3CCc4ccccc4C3)[nH]c2=O)cc1	0	-10%	4	1%	-1	1%	-12	-3%[46.1 µM]	1%	13%
COc1ccc(Cl)cc1C(=O)NC(=S)Nc1cc(-c2nc3ccccc3[nH]2)ccc1C	-12	12%	13	-1%	8	5%	-11	10%	1%	19%
CN(C(=O)c1ccc2c(Cl)c3c(nc2c1)CCC3)c1ccccc1	5	0%	0	13%	20	4%	0	1%	-1%	?
Cc1ccc(S(=O)(=O)N2CCN(C(C(=O)Nc3ccc(F)cc3)c3ccccc3)CC2)cc1 (centres undefined)	-2	8%	1	1%	9	1%	-14	1%[46.1 µM]	4%	-16%
C[C@@H]1NC(=O)[C@H](CCCN=C(N)N)NC(=O)c2cc([N+](=O)[O-])cc(I)c2NCCC[C@@H](C(N)=O)NC1=O	-8	5%	-9	-4%	7	·	7	-6%	-1%	1%
COc1ccc(S(=O)(=O)N2CCC(C(=O)NCC3CCCO3)CC2)cc1 (centres undefined)	0	2%	-2	4%	-20	7%	-23	-3%	2%	-3%
COc1ccc(Cl)cc1C(=O)NNC(=O)CCNS(=O)(=O)c1ccccc1	1	-5%	·	·	44	?	9	-5%	0%	-2%
O=C(Cc1ccccc1)NCC(=O)N1CCC2(CC1)NCCc1[nH]cnc12	-4	0%	-3	-12%	1	-2%	-17	-9%	3%	20%
CC(=O)c1ccc(NC(=O)CN2CCC(NC(=O)C3CCCCC3)CC2)cc1	-8	3%	1	6%	19	-3%	-3	·	3%	?
Cc1nc(NC(=O)c2ccc3c(c2)OCCO3)ccc1Br	4	-3%	?	0%	-17	0%	-7	-2%	1%	?
COc1cc(CCNC(=O)c2ccccc2NC(=O)C2=C(C)OCCS2)cc(OC)c1OC	8	0%	2	1%	-1	5%	-12	1%	2%	?
COC(=O)c1ccc(S(=O)(=O)c2ccc([N+](=O)[O-])cc2)cc1	15	-10%	4	-15%	3	-7%	1	5%	6%	-8%
O=C(Nc1ccccc1)Nc1ccno1	-10	-8%	7	-7%	-7	5%	-10	4%	-1%	1%
CCN(CC)c1ccc(NC(=O)COC(=O)c2ccc3ccccc3n2)cc1	0	-16%	-6	0%	3	-8%	-3	-1%	-1%	26%
COC(=O)c1ccc(S(=O)(=O)N2CCC(c3nc4ccccc4o3)CC2)cc1	34	9%	1	1%	-1	-3%	-3	5%	1%	-3%
CCCCOC(=O)C1=C(C)NC(=O)NC1c1ccc(N(C)C)cc1 (centres undefined)	-2	6%	2	2%	12	11%	20	-4%	1%	4%
CCOC(=O)[C@@H]1[C@H]2COc3cc(OC)ccc3[C@H]2N2C(=O)N(c3ccc(F)cc3)C(=O)[C@@]12C	3	10%	-2	-1%	13	-5%	1	9%	-2%	28%
CC(=O)c1cccc(NC(=O)C2CCN(S(=O)(=O)c3c(C)n[nH]c3C)CC2)c1	-4	3%	-5	3%	12	9%	-6	12%	2%	-8%
Cc1cc(C)nc(NC(=O)c2cc(-c3ccc4c(c3)OCO4)nc3ccccc23)c1	-5	4%	?	0%	-2	-1%	-13	5%	3%	18µM*
CCCC(=O)Nc1ccc(Nc2ccccc2)cc1	-71*	4%	3	7%	18	-10%	-5	2%[46.1 µM]	2%	?
COc1ccc(NC(=O)Nc2nnc(Cc3ccc(F)cc3)s2)cc1	11	?	0	-2%	-5	-3%	-7	-7%	-1%	?
O=C(COC(=O)c1cc([N+](=O)[O-])ccc1N1CCOCC1)c1ccc(OC(F)F)cc1OC(F)F	-12	-21%	5	5%	0	-1%	-32	3%	-4%	21µM*
CC1CC1C(=O)Nc1nc(-c2ccc(Cl)s2)cs1 (centres undefined)	12	2%	?	13%	-10	-20%	-4	4%	-4%	10%

An excerpt of these results, with two lines to a compound:
Screens in order: KCNH2 WT inh | Eya2 inh | TRPV1 agonist | Mito fusion yeast | TSHR antag | A-T KAP1 phos | KCNH2 3.1 inh | TCR activator | USP2a inh | ELG1 repair inh
- COc1ccc(S(=O)(=O)N2CCC(C(=O)NCC3CCCO3)CC2)cc1 (centres undefined)
→ 0 | 2% | -2 | 4% | -20 | 7% | -23 | -3% | 2% | -3%
- COC(=O)c1ccc(S(=O)(=O)c2ccc([N+](=O)[O-])cc2)cc1
→ 15 | -10% | 4 | -15% | 3 | -7% | 1 | 5% | 6% | -8%
